# From PubChem BioAssay
# TRPC6 activator: activates the mouse TRPC6 cation channel. Q61143. HEK293-TRPC6 membrane potential dye fluorescence; active compounds read high. B-score at 10 µM. 0.13% of 310,000 active. AID 2550;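 active means B-score of the integrated fluorescence ratio above library mean plus 3 SD, and starting fluorescence ratio within library mean plus 5 SD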;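 further: higher score means more depolarization so channel activation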
# RGS4 inh: inhibitors of human RGS4; HEK293 M3R/RGS4 inducible, Fluo-4 calcium flux; active compounds read high; triggered by carbachol at its EC20; AID 463165; 0.45% of 310,000 active; B-score at 10 µM;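 active means B-score, a plate-corrected calcium signal, over three deviations above library mean, with baseline fluorescence within five deviations of library mean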;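 further: RGS4 expression induced by doxycycline in cells with stable M3 receptor; B-score is computed from the integrated fluorescence ratio over baseline after carbachol; higher B-score means a larger calcium signal and so more RGS4 inhibition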
# Target sequence (P49798 whole entry, looked up): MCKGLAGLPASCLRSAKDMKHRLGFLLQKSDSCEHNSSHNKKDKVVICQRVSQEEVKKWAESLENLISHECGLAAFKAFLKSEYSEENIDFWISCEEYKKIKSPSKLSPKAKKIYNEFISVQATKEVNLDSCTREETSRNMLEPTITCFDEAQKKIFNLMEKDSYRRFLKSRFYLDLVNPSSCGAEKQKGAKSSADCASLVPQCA
# MrgX1 agonist: activates human MrgX1 receptor signaling | Q96LB2 | 0.44% of 310,000 active | MrgX1-HEK293 cells, Fluo-4 calcium fluorescence, agonist mode; active compounds read high | AID 588627 | B-score at 10 µM;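 active means calcium response B-score plate-corrected fluorescence ratio at least 3 library SD, with starting fluorescence B-score inside 5 SD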
# Target sequence (Q96LB2 whole entry, looked up): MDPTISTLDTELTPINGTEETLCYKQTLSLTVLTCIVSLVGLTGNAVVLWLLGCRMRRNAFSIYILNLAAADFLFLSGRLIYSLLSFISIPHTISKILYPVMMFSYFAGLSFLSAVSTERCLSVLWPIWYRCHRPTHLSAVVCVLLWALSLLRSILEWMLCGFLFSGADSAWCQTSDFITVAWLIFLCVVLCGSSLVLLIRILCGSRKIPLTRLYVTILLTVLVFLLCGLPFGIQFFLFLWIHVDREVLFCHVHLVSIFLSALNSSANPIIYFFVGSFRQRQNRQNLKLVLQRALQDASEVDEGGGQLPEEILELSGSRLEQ
#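 Material – MrgX1-expressing HEK293 cells · Input – 15,000 cells seeded per well · Dosing – compound as first of three additions · Times – overnight seeding, then 1 h dark dye loading · Measured by – kinetic Fluo-4 NW fluorescence of intracellular calcium · Read-out – B-scored fluorescence response ratio · Benchmarks – positive and negative control wells on each plate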
# ANO1 block: mouse TMEM16A channel inhibition, primary screen. HEK293 TMEM16A/YFP iodide influx fluorescence, ionomycin. 1.2% of 310,000 active. normalized B-score (activity score, 25-100; higher = stronger inhibition) at 10 µM. AID 588511;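 active means ratio plate-corrected score three or more library SD toward inhibition, starting fluorescence score within five deviations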;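 further: score derived from kinetic fluorescence span divided by baseline fluorescence per well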
# SKKanGAS inh: inhibitors of SKKanGAS S. pyogenes growth in kanamycin (SK-promoter or general growth effect) | AID 1662 | inhibition, % at 7.5 µM | 1.3% of 300,000 active | BacTiter-Glo, 6 h;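 active means mean replicate score, as percent of positive control median, at least 50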;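 further: strain carries kanamycin resistance gene driven by streptokinase promoter and grows in 40 µg/ml kanamycin; loss of luminescence reflects streptokinase promoter inhibition or plain growth inhibition; 0% = median of DMSO wells and 100% = positive control at its reference dose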
# MrgX1 PAM: human MrgX1 positive allosteric modulation, primary screen. Q96LB2. MrgX1-HEK293, Fluo-4 calcium flux, FDSS; active compounds read high. B-score at 10 µM. 0.63% of 310,000 active. AID 588675;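 active means plate-corrected calcium response at least 3 library SD above typical, normal starting fluorescence, not activating the receptor alone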;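 further: compound read alongside a low EC10 to EC30 dose of BAM8-22 agonist; peak minus trough fluorescence over baseline measured at the second addition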
# MrgX1 antagonist: human MrgX1 receptor antagonism, primary screen | Q96LB2 | MRGX1-HEK293 calcium flux, Fluo-4, BAM8-22 antagonism; active compounds read low | B-score at 10 µM | 1.3% of 310,000 active | AID 588676;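 active means calcium-response B-score plate-corrected more than 3 library SD below zero, starting fluorescence within 5 deviations, no agonist response on first addition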;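 further: peak minus trough fluorescence over baseline after final BAM8-22 challenge near maximal dose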
# TRPC6 inhibitor: blocks the mouse TRPC6 cation channel | B-score at 10 µM | 1.1% of 310,000 active | HEK293-TRPC6, membrane potential dye, ACh-evoked depolarization; active compounds read low | Q61143;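 active means B-score under library mean minus 3 SD, initial fluorescence not abnormally high, positive integrated signal ratio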;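 further: B-score derived from integrated fluorescence ratio over the kinetic read; more negative B-score means stronger inhibition of depolarization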
# ANO1 activ: activators or potentiators of mouse TMEM16A chloride channel; B-score at 10 µM; HEK293 TMEM16A/YFP-H148Q/I152L, iodide quench fluorescence; active compounds read low; Q8BHY3; 0.3% of 340,000 active; AID 623877;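 active means fluorescence-ratio B-score plate-corrected deviation score at least 3 library SD below zero, with starting fluorescence score within 5 deviations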;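 further: channel opened by trigger with iodide after compound preincubation; score built on the fluorescence ratio of max minus min over baseline; more negative score means more quench and so TMEM16A activation or potentiation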
# HDAC3 inh: human HDAC3 inhibition | O15379 | recombinant HDAC3, fluorogenic peptide/trypsin coupled, fluorescence | inhibition, % at 8.3 µM | 0.15% of 320,000 active | AID 2718; in the data active means inhibition above about 26%, passing the limit was not always enough
# Target sequence (O15379 whole entry, looked up): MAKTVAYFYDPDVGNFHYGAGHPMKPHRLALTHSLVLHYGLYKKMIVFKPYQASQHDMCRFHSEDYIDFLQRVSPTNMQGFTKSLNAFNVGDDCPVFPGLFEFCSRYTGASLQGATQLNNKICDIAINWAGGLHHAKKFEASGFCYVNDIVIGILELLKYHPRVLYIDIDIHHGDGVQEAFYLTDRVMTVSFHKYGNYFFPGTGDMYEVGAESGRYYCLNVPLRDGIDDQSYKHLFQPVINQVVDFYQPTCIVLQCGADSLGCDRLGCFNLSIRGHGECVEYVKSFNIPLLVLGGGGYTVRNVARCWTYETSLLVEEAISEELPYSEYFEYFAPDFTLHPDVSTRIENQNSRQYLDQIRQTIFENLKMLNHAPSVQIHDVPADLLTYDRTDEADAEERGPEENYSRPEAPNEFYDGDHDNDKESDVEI
# RGS4 pot: potentiators or activators of RGS4. HEK293 M3R/inducible RGS4, carbachol calcium flux Fluo4; active compounds read low. B-score at 10 µM. 0.92% of 310,000 active;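 active means B-score of the integrated calcium signal more than 4 SD below the library mean, with starting fluorescence not abnormally high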;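 further: negative B-score means reduced calcium response which marks RGS4 activation or potentiation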
#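 System – HEK293 FlpIn-TREx cells, stable M3R, doxycycline-inducible RGS4 · Reagent – ECmax carbachol challenge · Times – compound preincubation 20 min at room temperature before agonist · Technique – Fluo4 fluorescence kinetic imaging of calcium · Measure – B score of integrated Fluo4 ratio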
# The depositor's hits bear a star; i = inactive; . = not tested or not shown. Compounds as they come; about 6.7% have a hit in one of these screens.
# Order of values: TRPC6 activator	RGS4 inh	MrgX1 agonist	ANO1 block	SKKanGAS inh	MrgX1 PAM	MrgX1 antagonist	TRPC6 inhibitor	ANO1 activ	HDAC3 inh	RGS4 pot
OCC1(CC2CCCCO2)CCN(Cc2nc3ccccc3[nH]2)CC1 (stereo unspecified)
 : i	i	i	i	6	i	i	i	i	1	i
COC(=O)C(Cc1ccccc1)NCC(=O)Nc1cccc(Cl)c1C (stereo unspecified)
 : i	i	i	i	6	i	i	i	i	0	i
O=C(/C=C/c1ccc(Cl)cc1Cl)NCCN1CCOCC1
 : i	i	i	i	-10	i	i	i	i	-3	i
COC(=O)/C=C/C(=O)N1CCN(c2ccccc2C)CC1
 : i	i	i	i	-19	i	i	i	i	-8	i
CCN1CCN(c2nc3ccccc3n3cnnc23)CC1
 : i	i	i	i	0	i	i	i	i	3	i
O=C(NCc1ccc(Cl)cc1)C1CCN(S(=O)(=O)c2ccc(F)cc2)CC1
 : i	i	i	i	-5	i	i	i	i	3	i
COc1c(S(=O)(=O)NCCCN2CCOCC2)ccc(Cl)c1Cl
 : i	i	i	i	-4	i	i	i	i	-1	i
COc1ccccc1NC(=O)Cn1cnc2sc(C(=O)Nc3ccc(OC)c(OC)c3)c(C)c2c1=O
 : i	i	i	i	12	i	i	i	i	0	i
C/C(CC(=O)c1ccccc1)=N\NC(=O)CC#N
 : i	i	i	i	0	i	i	i	i	-1	i
O=c1c(/C=N/N2CCOCC2)c(C(F)(F)F)[nH]n1-c1ccccc1
 : i	i	i	i	-9	i	i	i	i	8	i
Cc1nnc(N/N=C/c2ccccc2O)n1N
 : i	i	i	i	6	i	i	i	i	5	i
CCOC(=O)c1c(C)[nH]c(C)c1C(=O)CSc1nnc(-c2ccc(OC(F)F)cc2)o1
 : i	i	i	i	-12	i	i	i	i	5	i
CCOc1ccccc1-c1nc(-c2ccncc2)no1
 : i	i	i	i	-9	i	i	i	i	3	i
CC(=O)Nc1ccc(NC(=O)C2CC(=O)N(c3cccc(C)c3C)C2)cc1 (stereo unspecified)
 : i	i	i	i	-5	i	i	i	i	1	i
S=C(c1ccc(N2CCCC2)c(Br)c1)N1CCCCC1
 : i	i	i	i	8	i	i	i	i	2	i
COCCCNC(=O)c1ccc(Cn2c(=O)c3ccccc3n(Cc3cc(C)ccc3C)c2=O)cc1
 : i	i	i	i	4	i	i	i	i	4	i
COc1cc(C2NC(=O)NC(C)=C2C(=O)OC2CCCC(C)C2)ccc1O (stereo unspecified)
 : i	i	i	i	-8	i	i	i	i	4	i
COc1ccc(OCC#CCN2CC(C)OC(C)C2)cc1 (stereo unspecified)
 : i	i	i	i	5	i	i	i	i	-4	i
CCOC(=O)Cn1nc(NC(=O)c2ccc3c(c2)OCO3)cc1C
 : i	i	i	i	-1	i	i	i	i	9	i
Cc1ccc(CCNC(=O)C2CCCN(S(=O)(=O)c3cccc4nsnc34)C2)cc1 (stereo unspecified)
 : i	i	i	i	-1	i	i	-6*	i	-1	i
Cc1ccccc1N1CCN(S(=O)(=O)N(C)C)CC1
 : i	i	i	i	-7	i	i	i	i	1	i
CCCN(C(=O)CSCc1c(C)noc1C)c1c(N)n(Cc2ccccc2)c(=O)[nH]c1=O
 : i	i	i	i	-9	i	i	i	i	1	i
Cc1ccnc(NC(=O)c2ccc(S(=O)(=O)N3CCC(C)CC3)cc2)c1
 : i	i	i	i	3	i	i	i	i	-6	i
Cc1c(C(=O)NCc2ccc3c(c2)OCO3)oc2ccc(S(=O)(=O)N3CCCCC3)cc12
 : i	i	i	i	0	i	i	i	i	-1	i
O=S(=O)(NCc1ccccc1)c1ccc(Cl)cc1
 : i	i	i	i	7	i	i	i	i	4	i
Cc1cc(C(=O)CSc2nncn2C)c(C)n1-c1ccccc1
 : i	i	i	i	-2	i	i	i	i	-2	i
C1=CC2CC1CC2CN1CCN(c2ccccc2)CC1 (stereo unspecified)
 : i	i	i	i	-4	i	i	i	i	-3	i
Fc1ccc(Oc2ccc3nnc(C(F)(F)F)n3n2)cc1
 : i	i	i	i	12	i	i	i	i	-6	i
COCCn1c(SCC(=O)c2ccc(Cl)cc2)nnc1C(C)C
 : i	i	i	i	3	i	i	i	i	4	i
CC(C)Oc1ccc(N2CC(C(=O)NC3=NCCS3)CC2=O)cc1 (stereo unspecified)
 : i	i	i	i	-3	i	i	i	i	1	i
Cc1ccc(S(=O)(=O)N(CC(=O)N/N=C/c2cccc(Cl)c2)c2cccc3cccnc23)cc1
 : i	i	i	i	-3	i	i	i	i	-1	i
CCOc1ccc(C(=O)NCC(=O)N2CCC(C)CC2)cc1OCC
 : i	i	i	i	4	i	i	i	i	-2	i
O=C(Nc1ccc2c(c1)OCO2)c1c(F)c(F)c(F)c(F)c1F
 : i	i	i	i	.	i	i	i	i	-1	i
Cc1ccccc1Cn1ccc(NC(=O)c2nn3cccnc3c2Cl)n1
 : i	i	i	i	2	i	i	i	i	-4	i
Cn1cc(C(=O)N2CCN(C(=O)c3ccco3)CC2)c2c3ccccc3n(C)c2c1=O
 : i	i	i	i	0	i	i	i	i	-5	i
COc1ccc(C2CC(c3ccccc3)=NN2C(=O)CCC(=O)O)cc1 (stereo unspecified)
 : i	i	i	i	5	i	i	i	i	-6	i
COc1ccc(NC(=O)CCNC(C)=O)cc1NS(=O)(=O)c1ccc(F)cc1
 : i	i	i	i	3	i	i	i	i	2	i
COc1c(Cl)cc(Cl)cc1/C=N/n1cnnc1
 : i	i	i	i	-7	i	i	i	i	-6	i
O=C(CN(C(=O)CSc1nc2ccccc2o1)c1cccc(F)c1)NC1CCCCC1
 : i	i	i	i	11	i	i	i	i	10	i
COCc1cc(=O)n2[nH]c(-c3ccsc3-n3c(C)ccc3C)cc2n1
 : i	i	i	i	3	i	i	i	i	9	i
O=C(C#Cc1ccccc1)c1ccc([N+](=O)[O-])cc1
 : i	i	.	.	-1	.	.	i	i	.	i
CCCCOc1ccc(/C=C2/Sc3ccccc3C2=O)cc1
 : i	i	i	i	21	i	i	i	i	0	i
CCc1ccc(-c2cc(C)no2)cc1S(=O)(=O)N1CCN(c2ccccc2F)CC1
 : i	i	i	i	0	i	i	i	i	16	i
COc1ccccc1CNC(=O)COC(=O)c1ncc(Cl)c(Cl)c1Cl
 : i	i	i	i	2	i	i	i	i	-3	i
O=C(CSc1nnc(-c2ccc(F)cc2)o1)N1CCCC1
 : i	i	i	i	0	i	i	i	i	-5	i
O=C(Nc1nc2c(Br)cc(Br)cc2c(=O)s1)c1ccco1
 : i	i	i	i	0	i	i	i	i	-19	i
COc1ccc(CCNC(=O)c2ccc(CS(=O)(=O)c3ccc(Cl)cc3)o2)cc1OC
 : i	i	i	i	-4	i	i	i	i	1	i
Cc1ccc(NC(=O)c2ccc(Cl)c(S(=O)(=O)N3CCCC3)c2)nc1
 : i	i	i	i	11	i	i	i	i	4	i
COc1cc(/C=N\NC(=O)c2ccc(C)nc2)ccc1OC(=O)c1cccc(F)c1
 : i	i	i	i	1	i	i	i	i	8	i
O=C(NCc1cccnc1)C1CCN(S(=O)(=O)N2CCC3(CC2)OCCO3)CC1
 : i	i	i	i	-4	i	i	i	i	-3	i
O=C(CCN1CCCCC1)Nn1c(=S)[nH]c2ccccc2c1=O
 : i	i	i	i	12	i	i	i	i	8	i
O=C(OCc1cncs1)c1ccccc1Cl
 : i	i	i	i	9	i	i	i	i	1	i
CCC/C(O)=C1\C(=O)CC(c2ccccc2)CC1=NC(C)C(=O)O (stereo unspecified)
 : i	i	i	i	-4	i	i	i	i	-2	i
COc1ccc(N=C2SC(CC(=O)Nc3ccc(OC)cc3OC)C(=O)N2C)cc1 (stereo unspecified)
 : i	i	i	i	-6	i	i	i	i	-3	i
CCn1nc(CC(=O)Nc2nnc(CC(=O)N3CCCC3)s2)c2ccccc2c1=O
 : i	i	i	i	-1	i	i	i	i	0	i
COc1cccc(NC(=O)COc2cc(O)c3c(c2)OC(C)(C)CC3=O)c1
 : i	i	i	i	5	i	i	i	i	2	i
O=C(Nc1cc(Cl)ccc1Oc1ccccc1)c1cnccn1
 : i	i	i	i	-6	i	i	i	i	-3	i
CC(C)NC(=O)N1CC(c2ccccc2)C(c2ccc(Cl)cc2)=N1 (stereo unspecified)
 : i	i	i	i	3	i	i	i	i	-11	i
O=C(CCNC(=O)N1CCn2c1nc1ccccc12)NCc1ccccc1
 : i	i	i	i	-6	i	i	i	i	2	i
CCCCOc1ccc(Cc2c(O)nc(SC)[nH]c2=O)cc1
 : i	i	i	i	-1	i	i	i	i	-1	i

# Next part
# Order of values: TRPC6 activator	RGS4 inh	MrgX1 agonist	ANO1 block	SKKanGAS inh	MrgX1 PAM	MrgX1 antagonist	TRPC6 inhibitor	ANO1 activ	HDAC3 inh	RGS4 pot
CCS(=O)(=O)N1CCC(C(=O)NCCc2ccc(OC)c(OC)c2)CC1
 : i	i	i	i	-1	i	i	i	i	0	i
Cn1c(SCC(=O)c2ccc(O)c(O)c2)nnc1-c1cccs1
 : i	i	i	i	-4	i	i	i	i	3	i
C(=N\c1nc2ccccc2n1CCN1CCCCC1)/c1ccc2c(c1)OCO2
 : i	i	i	i	1	i	i	i	i	-2	i
c1ccc2c(c1)oc1c(N3CCOCC3)ncnc12
 : i	i	i	i	-2	i	i	i	i	4	i
O=C(/C=C/c1ccc(Cl)c([N+](=O)[O-])c1)Nc1cccnc1
 : i	i	i	i	10	i	i	i	i	1	i
COc1ccc(-c2nc(CC(=O)O)cs2)cc1
 : i	i	i	i	-2	i	i	i	i	.	i
CCOC(=O)C1=C(C)NC(=O)NC1c1ccc(OC(=O)c2ccco2)c(OC)c1 (stereo unspecified)
 : i	i	i	i	-1	i	i	i	i	6	i
CC(=O)NS(=O)(=O)c1ccc(NC(=O)CCC(=O)Oc2ccc(C)cc2)cc1
 : i	i	i	i	-2	i	i	i	i	-9	i
Cc1ccc(NC(=O)c2c([N+](=O)[O-])c(C(C)(C)C)nn2C)c(C)c1
 : i	i	i	i	-2	i	i	i	i	3	i
CCOc1ccc(NC(=O)C2CCCN(c3c(CC)c(C)nc4ncnn34)C2)cc1 (stereo unspecified)
 : i	i	i	i	-4	i	i	i	i	-1	i
COC(=O)c1cccc(C(=O)N2CCCC(C(=O)c3cc(F)ccc3F)C2)c1 (stereo unspecified)
 : i	i	i	i	-8	i	i	i	i	.	i
